# Screening results as filed in PubChem BioAssay.
# BAZ2B inh: BAZ2B (human) inhibition; AlphaScreen BAZ2B-H3K14Ac peptide displacement; 360,000 compounds, 4.4% hits; Q9UIF8; AID 504333; Potency, µM (titrated, usually from 114 µM), for inactives: at the top dose activity change, negative = inhibition, most hits filed as inhibitors; also: potency is read from the fitted curve at half-maximal effect; % is scaled to controls: 0 for no effect and ±100 for the full control effect; nearly all actives have a fitted effect of over 60% in size
#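 In this displacement format the biotinylated H3(5-23) peptide acetylated at Lys14 serves as ligand at 50 nM, with BAZ2B at 50 nM in PBS pH 7.4 containing 0.01% Tween-20. Donor and acceptor beads are 10 ug/mL final.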
# PI4K2A block: inhibitors of human PI4K2A. purified PI4K2A, ADP-Glo luminescence, 1 h; active compounds read low. AID 1346378. 420,000 compounds, 0.13% hits. activity change, negative = inhibition, % at 76.9 µM. Q9BTU6; in the data active = activity change below about -50%; inconclusive = mostly about -30% to -49%;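 also: -100% = wells without enzyme as full effect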
#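 ADP-Glo luminescence measured ADP generated by PI4K2A enzyme (4 ug/mL before mixing) with 1.2 mM PI substrate (pre-mix) and 300 microM ATP (pre-mix). Tris pH7.5 buffer with MgCl2, Triton X-100; 1 h reaction at ambient temperature.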
# G9a inh: inhibitors of human histone lysine methyltransferase G9a. Q96KQ7. G9a H3K9 monomethylation, AlphaScreen, 2 h. Potency, µM (top dose mostly 102 µM), for the others: at the top dose activity, negative = inhibition, actives largely listed as inhibitors. 350,000 compounds, 8.8% hits; also: potency is read from the fitted curve at half-maximal effect; % is scaled to controls: 0 for no effect and ±100 for the full control effect; nearly all actives have a fitted effect of over 75% in size
# Target sequence (Q96KQ7 913-1193 limits assumed): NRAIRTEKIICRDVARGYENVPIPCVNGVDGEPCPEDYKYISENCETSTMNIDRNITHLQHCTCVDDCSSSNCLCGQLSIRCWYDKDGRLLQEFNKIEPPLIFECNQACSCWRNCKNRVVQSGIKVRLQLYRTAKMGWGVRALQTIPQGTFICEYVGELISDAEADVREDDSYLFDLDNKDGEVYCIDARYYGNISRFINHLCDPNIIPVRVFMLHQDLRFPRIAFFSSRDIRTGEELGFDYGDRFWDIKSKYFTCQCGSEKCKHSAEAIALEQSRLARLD
#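 Methyltransferase reactions run at room temperature for 2 h (20 nM enzyme, 500 nM biotin-H3K9 peptide, 20 uM SAM) after a 15 min compound preincubation; product detected by AlphaScreen beads and anti-H3K9me1 antibody.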
# GLS inh: inhibitors of human glutaminase (GLS). GLS enzymatic activity, qHTS titration. 410,000 compounds, 0.21% hits. Potency, µM (doses to about 45.5 µM), for the others: at the top dose activity change, negative = inhibition, actives largely listed as inhibitors. O94925; also: potency is read from the fitted curve at half-maximal effect; % is scaled to controls: 0 for no effect and ±100 for the full control effect
# Target sequence (O94925 whole entry, looked up): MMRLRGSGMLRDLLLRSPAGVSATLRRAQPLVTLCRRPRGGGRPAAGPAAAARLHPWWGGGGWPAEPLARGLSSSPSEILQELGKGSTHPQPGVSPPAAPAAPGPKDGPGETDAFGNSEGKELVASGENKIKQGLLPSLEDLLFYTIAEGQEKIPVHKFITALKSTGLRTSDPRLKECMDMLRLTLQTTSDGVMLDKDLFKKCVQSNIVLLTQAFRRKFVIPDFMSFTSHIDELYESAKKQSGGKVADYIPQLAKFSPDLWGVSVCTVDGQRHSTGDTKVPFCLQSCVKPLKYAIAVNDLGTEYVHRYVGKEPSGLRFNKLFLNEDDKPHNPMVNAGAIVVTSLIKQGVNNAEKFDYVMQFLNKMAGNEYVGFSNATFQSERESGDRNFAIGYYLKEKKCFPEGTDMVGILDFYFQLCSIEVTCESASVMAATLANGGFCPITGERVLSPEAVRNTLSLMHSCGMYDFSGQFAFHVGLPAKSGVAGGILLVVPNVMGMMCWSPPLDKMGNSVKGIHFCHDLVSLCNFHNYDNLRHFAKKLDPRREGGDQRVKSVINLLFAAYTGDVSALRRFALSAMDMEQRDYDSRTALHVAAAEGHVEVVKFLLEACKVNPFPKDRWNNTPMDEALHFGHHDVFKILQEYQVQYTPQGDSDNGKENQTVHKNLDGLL
#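 hKGA in 45 mM KH2PO4 (pH 8.2), 0.02% Tween-20 with compound, then 1mM L-Glutamine (stock as added) plus glutamate oxidase/HRP/Amplex red coupling mix. Fluorescence read initially and after 30 min at RT; signal change reflects glutamate formation.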
# RGS4 inh: inhibitors of human regulator of G protein signaling 4; P49798; Transcreener GDP fluorescence polarization, RGS4-accelerated GTP hydrolysis; Potency, µM (top dose mostly 114 µM), inactives show at the top dose activity change, negative = inhibition, most hits filed as inhibitors; 390,000 compounds, 0.039% hits; also: potency is read from the fitted curve at half-maximal effect; % is scaled to controls: 0 for no effect and ±100 for the full control effect; nearly all actives have a fitted effect of over 75% in size; some results filed as inactive show a strong effect at the top dose
#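 MLSMR compounds (23 nl, pin-transferred) preincubated 10 min at room temperature with a 500nM (2x) first reagent, then RGS4 at 900nM (2x) plus Transcreener GDP mix added; fluorescence polarization (620/688 nm) read before and after 90 min at 30 °C.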
# ALOX12 inh: inhibitors of human 12S-lipoxygenase ALOX12 | 580,000 compounds, 1.1% hits | Potency, µM (series often up to 108 µM), for inactives: at the top dose activity change, negative = inhibition, usual class: inhibitors | AID 1671190 | P18054 | purified 12hLO, xylenol orange hydroperoxide absorbance; also: potency is read from the fitted curve at half-maximal effect; % is scaled to controls: 0 for no effect and ±100 for the full control effect
#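 Hydroperoxide product was detected by ferrous iron/xylenol orange as the 573 to 405 nm absorbance ratio. Arachidonic acid at 40 uM (final) was turned over for 30 min at room temperature by 150 nM human 12hLO, pH 7.0 Hepes buffer, after 15 min compound preincubation.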
# ERG Ets-DNA blk: inhibitors of human ERG Ets domain-DNA interaction | fluorescence polarization, His-ERG Ets domain / labelled DNA | Potency, µM (titrated, usually from 76.9 µM), without a hit: at the highest dose FP activity, negative = inhibition, actives largely listed as inhibitors | 370,000 compounds, 0.028% hits | AID 624246 | P11308; active = well fitted inhibition curve with a large enough effect in the polarisation, with a control signal flat; inconclusive = small, poorly fitted or top-dose-only effect, or effect the other way, or a change in a side signal; inactive = no such curve, though single readings can be large or run the other way; the % refers to the polarisation;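 also: polarization taken with two DNA probes labelled with fluorescein and Texas red; potency is read from the fitted curve at half-maximal effect; % of control where 0% means no effect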
#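 His-tagged ERG Ets domain (1 uM in the protein solution; 300mM KCl, 50mM Tris-HCl, 1mM EDTA, 1mM DTT, pH 7.5) received compound, then a probe mix of 5 nM fluorescein-DNA and 100nM Texas-615-DNA. Fluorescence polarization was read for both dyes.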
# HP1b chromo inh: inhibitors of HP1-beta chromodomain binding to methylated histone tails; P83916; AlphaScreen HP1-beta / biotin-H3K9me3 peptide binding; Potency, µM (doses to about 114 µM), for the others: at the top dose activity change, negative = inhibition, usual class: inhibitors; 390,000 compounds, 0.56% hits; AID 540317; also: potency is read from the fitted curve at half-maximal effect; nearly all actives have a fitted effect of over 70% in size; inactives centre near 23
#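 Compound inhibition of the preformed complex between 50 nM HP1-beta and 50 nM biotinylated H3K9me3 peptide was read by AlphaScreen. Buffer was PBS pH 7.4 with 0.01% Tween-20. Incubations ran 30 min at room temperature, with 10 ug/mL donor/acceptor beads.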
# JMJD2A Tudor: blocks the human JMJD2A Tudor domain; 390,000 compounds, 4.4% hits; O75164; AID 504339; AlphaScreen JMJD2A-Tudor / H3K4me3 peptide binding; Potency, µM (series often up to 114 µM), for inactives: at the highest dose activity change, negative = inhibition, hits mostly inhibitors; also: potency is read from the fitted curve at half-maximal effect; % is scaled to controls: 0 for no effect and ±100 for the full control effect; nearly all actives have a fitted effect of over 50% in size
# * hit, by the source's call; ? = inconclusive; · = no result given; & = joins results of further samples; [ ] = dose if it differs, or a comment. Unless noted, calls follow the shape of the dose curve; as a rule, active = well fitted curve in the direction sought with a large enough effect; inconclusive = small, poorly fitted or top-dose-only effect, or another doubt; inactive = no such curve, though single readings can be large; an effect the other way counts as inactive or inconclusive. A portion of the library; count on the stated rates, not on these rows.
BAZ2B inh	PI4K2A block	G9a inh	GLS inh	RGS4 inh	ALOX12 inh	ERG Ets-DNA blk	HP1b chromo inh	JMJD2A Tudor	smiles
-3%	-1	19%	7%	-1%	0%	-3%	23%	-11%	CN(C)CCCNc1nc(-c2ccc(Cl)cc2)nc2ccccc12
-6%	4&3	18%[59 µM]	5%	-2%	-11%	-8%	38%[activator]	-8%	CCCCC1(COC(=O)CCC(=O)O)C(=O)N(c2ccccc2)N(c2ccccc2)C1=O
1%	-2	11%	0%	37%	8%	6%	16%	-9%	Cc1ccc(NS(=O)(=O)c2ccc(CCC(=O)NCCO)cc2)cc1
-2%	-1	-1%[59 µM]	-1%	-14%	3%	5%	11%[57 µM]	-20%	CC1CCc2nc3ncn(Cc4cccc(F)c4)c(=O)c3cc2C1 (configuration not stated)
?	4	19%	-4%	5%	3%	-10%	53%[activator]	-6%	COc1ccc(CN2C(=NC(=O)COc3ccccc3)SC3CS(=O)(=O)CC32)cc1 (configuration not stated)
-12%	-2	-11%[59 µM]	5%	8%	3%	4%	18%[57 µM]	-19%	COc1ccc2c(c1)CC(C(=O)Nc1cccc(C)c1C)CO2 (configuration not stated)
4%	-1	5%[0.0925 µM]	-8%	22%	-4%	1%	23%	5%	Cc1c(C(=O)NCCC2=CCCCC2)cccc1[N+](=O)[O-]
?	-11	-24%	-9%	-49%	?	-4%	-6%	?	COc1cc(/C=C2\C(=N)N3N=C(S(C)(=O)=O)SC3=NC2=O)cc(OC)c1OCCOc1ccc(C)cc1
-23%	-2	4%[59 µM]	-3%	-22%	24%	-10%	1%	-17%	Cc1ccc(S(=O)(=O)NC2(C(=O)O)CCCCC2)cc1
2%	3	?	0%	-29%	?	5%	54%[activator]	-2%	COC(=O)C1=C(C(=O)OC)C2(OC1c1ccc(Br)cc1)C(=O)c1ccccc1C2=O (configuration not stated)
-18%	-3	-7%	-1%	2%	10%	-7%	28%	-7%	COc1ccccc1C(=O)NC(CCSC)C(=O)NNC(=O)c1ccncc1 (configuration not stated)
-25%	0	3%	1%	2%	·	-4%	7%	-28%	CN(Cc1cccc(F)c1)C(=O)c1cccc(S(=O)(=O)N2CCN(Cc3ccccc3)CC2)c1
?	-13	40µM*	-1%	?	0%	102%[activator]	-2%	-23%	O=C1/C(=C\c2c(NCCOCCO)nc3ccccn3c2=O)SC(=S)N1Cc1ccco1
0%&64%	-4&3	-6%[59 µM]	3%&-1%	1%&-36%	?	-1%&6%	-6%&-12%	-28%	Cc1cccc(N2CCN(C(=O)C(C)n3nc(C)n4c(cc5occc54)c3=O)CC2)c1C (configuration not stated)
·	0	·	5%	6%	-20%	17%	-13%[57 µM]	?	Oc1ccc(-c2nc3ccccc3nc2-c2ccc(O)cc2O)c(O)c1
·	4	·	-11%	11%	-23%	-11%	19%	-28%	COC(=O)C1=C(C(=O)OC)[C@]2([C@@H]3CCCCN[C@@H](Cc4ccccc4)C(=O)N3Cc3ccccc3)C=C[C@H]1O2
-23%	5	12%	7%	8%	-3%	-4%	10%[57 µM]	-9%	CCc1nc2ccccc2n1Cc1ccccc1F
?	13	-47%	4%	-20%[11.4 µM]	?	-5%	-23%	0%[11.4 µM]	CCOC(=O)C1CCCc2c1[nH]c1c(C(N)=O)cccc21 (configuration not stated)
16%	6	-13%	-1%	-27%	0%	-1%	6%	-22%	CCN(CC)S(=O)(=O)c1cccc(C(=O)NC(C(=O)NC2=NCCS2)C(C)C)c1 (configuration not stated)
·	0	?	4%	-12%	-17%	1%	24%	-1%	COc1ccc(C)c2sc(N(CCCN(C)C)C(=O)c3ccc(S(=O)(=O)N(C)C)cc3)nc12
?	0	-5%	-3%	13%	-5%	15%	1%	-16%	CCc1ccc(N(C(=O)c2snc(C(N)=O)c2N)C(C(=O)NC2CCCC2)c2ccco2)cc1 (configuration not stated)
-2%	2	10%	8%	-15%	-2%	1%	31%	-13%	OCC1(CCOc2ccccc2)CCN(Cc2nc3ccc(F)cc3[nH]2)CC1
-3%	0	50µM*	1%	2%	-9%	3%	9%	?	CC(C)CCn1nnnc1CN1CCN(C(=O)c2ccco2)CC1
-3%	-1	?	14µM*	-23%	71%[activator]	-2%	22%	-12%	CC(C)N1CCc2c(sc(N)c2C#N)C1
0%	3	-45%[59 µM]	2%	-24%	-9%	-4%	57%[activator]	-21%	COCCNC(=O)C(c1ccc(C)o1)N(Cc1ccc(F)cc1)C(=O)Cn1nnc2ccccc21 (configuration not stated)
-2%	7	-6%[59 µM]	4%	-4%	20%	7%	22%	-6%	COc1ccc(NC(=O)CN2CCC(C)CC2)cc1
?	9	-51%	16%	7%[11.4 µM]	-20%	4%	?	-28%[11.4 µM]	Cc1c(CCCN)c2ccccc2n1Cc1ccccc1
·	-4	12%[59 µM]	3%	-39%	5%	4%	8%	-10%	COc1ccccc1C1NC(=O)CS1 (configuration not stated)
-2%	-2	9%	-2%	-19%	?	-8%	20%	-11%	Cc1sc(NC(=O)CSc2nnc(COc3ccc(Cl)cc3)n2C)c(C#N)c1C
-12%	-1	12%	133%[activator]	21%	-3%	-3%	13%	-4%	COc1ccc(S(N)(=O)=O)cc1C(=O)NCC(C)(C)N1CCCCC1
10%	6	-6%[59 µM]	6%	-39%	0%	-2%	46%[activator]	1%	COCC(=O)N1CCCc2ccccc21
-39%	-3	-5%[59 µM]	4%	-26%	-16%	·	13%	-9%	Cc1ccc2nc(-c3ccc(SCC(=O)N4CCc5ccccc54)nc3)[nH]c2c1
0%	3	-30%	-22%	-19%	-10%	8%	65%[activator]	-9%	O=C(CCNC(=O)c1ccc([N+](=O)[O-])cc1)Nc1nc2ccccc2[nH]1
-3%	-3	-7%	2%	1%	9%	·	15%	-13%	COc1ccc(C(=O)NCCS(=O)(=O)N2CCCC2)cc1
3%	-2	22%[2.33 µM]	2%	-30%	94%[activator]	-4%	24%	-2%	O=C(CN1C(=O)C(=O)N(C2CCCC2)C1=O)Nc1ccc(Cl)cc1C(F)(F)F
8%	1	60%[activator]	2%	-22%[56.9 µM]	-14%	-11%	106%[activator]	30%	COc1ccc(CN(C)CC(=O)Nc2ccccc2C(F)(F)F)cc1
7%	-6	7%[0.501 µM]	-1%	?	3%	·	24%	-21%	COc1cccc(NC(=O)CN(C)C(=O)c2ccccc2-c2nc3ccccc3s2)c1
-3%	10	40%[59 µM]	11%	-21%	18%	-9%	17%	-3%	CCOc1cccc(C(=O)Nc2cccc(C(=O)NC(C)(C)C)c2)c1
-10%	14	-48%[59 µM]	6%	25%	-13%	-9%	?	-30%	CCOc1cc2c3c(c1)C(C)CC(C)(C)N3C(=O)C2=O (configuration not stated)
5%	4	40%	-8%	-2%	22%	1%	25%	-14%	COc1cccc(NS(=O)(=O)c2cc3c(cc2C)N(C(C)=O)CCO3)c1
9%	-1	19%[59 µM]	3%	11%	11%	-10%	13%	-12%	Cn1cnnc1SCC(=O)Nc1cccc(S(=O)(=O)N2CCCCCC2)c1
6%	-3	6%	1%	-12%	6%	0%	32%	-18%	Cc1ccc(S(=O)(=O)CCC(=O)OCc2nc(N)nc(Nc3ccccc3C)n2)cc1
-2%	2	28%[59 µM]	3%	-14%	0%	-4%	34%	-19%	Cc1csc(NC(=O)CSc2nnc(-c3ccoc3C)o2)n1
-2%	1	?	0%	-16%	?	-3%	32%	-6%	O=c1c2c(nc3cc(-c4ccc(Cl)cc4)[nH]n13)CCS2
-4%	1	-5%	1%	14%	2%	-2%	20%	6%	Cc1ccc(NC(=O)c2ccc3snnc3c2)cc1
-8%	6	-6%	-8%	20%	-43%	0%	46%[activator]	10%	COc1cc(NC(=O)CSCc2ccc(Cl)cc2)c(C(=O)O)cc1OC
-23%	-1	?	7%	7%	7%	4%	4%	?	CCOc1ccc(C(=O)Nc2c(C(=O)N3CCC(N4CCCCC4)CC3)oc3ccccc23)cc1
-2%	-2	2%[59 µM]	-5%	10%	?	2%	34%	1%	COc1ccc(-c2nnc(SCC(=O)c3ccc([N+](=O)[O-])cc3)o2)cc1OC
4%	-1	13%[2.33 µM]	-2%	2%	?	0%	70%[activator]	2%	CCN(c1ccccc1)S(=O)(=O)c1ccc(OCC(=O)N2CCCC2)cc1
-3%	1	-12%	-12%	2%	-10%	-1%	14%	-9%	COc1cc(C(=O)OC2CCOC2=O)c([N+](=O)[O-])cc1OC (configuration not stated)
-15%	-1	·	0%	0%	-4%	2%	12%	-32%	O=C(C1=C[C@@H](c2ccc(Br)cc2)C[C@@H](OCCCCO)O1)N1CCOCC1
-32%	6	-9%[59 µM]	-1%	-33%	-14%	-10%	0%	-30%	Cc1ccc(NC(=O)NC(=O)CN2C(=O)NC3(CCc4ccccc43)C2=O)c(C)c1 (configuration not stated)
11%	2	9%	11%	-1%	-7%	-6%	14%	-11%	COc1cccc(CNC(=O)CCNC(=O)c2ccco2)c1
13%	-1	0%[59 µM]	1%	7%	-22%	-4%	58%[activator]	12%	Cc1ccc(C)c(OCCOCCn2c(-c3ccc(Br)cc3)nc3ccccc3c2=O)c1C
·	-1	·	-4%	-21%	-1%	3%	17%	-10%	NS(=O)(=O)c1ccc(NC(=O)COC(=O)CCCN2C(=O)c3cccc4cccc(c34)C2=O)cc1
